Neddyl block = inhibitors of cullin neddylation, primary screen, biochemical, TR-FRET, uHTS, NAE and Ubc12 | AID 651699, 2012 | NEDD8-conjugating enzyme Ubc12 (Homo sapiens) + NEDD8-activating enzyme E1 regulatory … | actives 0.58% (n = 360,000) | calls only at 25 µM; in the data active = inhibition above about 36%
Rin1 Abl inh = inhibitors of Rin1-Abl protein binding, primary screen, biochemical, TR-FRET; Tyrosine-protein kinase ABL1 (Homo sapiens) + Ras and Rab interactor 1 (Homo sapiens), …; actives 0.4% (n = 360,000); inhibition, % at 7.35 µM; AID 588664, 2011; in the data active = inhibition above about 5%, passing the limit was not always enough
MsrA inhibitor = bovine MsrA enzyme inhibitors, primary screen, biochemical, absorbance, HTS | Methionine sulfoxide reductase A (Bos taurus) | purified bovine MsrA, absorbance read-out | inhibition, % at 15.5 µM | actives 0.75% (n = 360,000) | AID 651718, 2012; in the data active = inhibition above about 4.5%;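 also: 0% = vehicle wells with enzyme and 100% = reference inhibitor wells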
Tb MetRS inh = T. brucei MetRS inhibitors, primary screen, biochemical, luminescence; purified T. brucei MetRS, ATP depletion, Kinase-Glo luminescence; inhibition, % at 11.9 µM; actives 0.4% (n = 360,000); AID 624268, 2012;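 active = inhibition above a per-plate cutoff of the control wells' mean inhibition plus 3 SD, cut at about 5.5% in these data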;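 also: 0% = DMSO wells median and 100% = median of wells with control inhibitor compound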
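Assay system: T. brucei methionyl-tRNA synthetase, purified | Medium: HEPES buffer with MgCl2, KCl, DTT, spermine, BSA, pyrophosphatase | Compound: 11.9 µM single point | Incubation: 15 min enzyme-compound preincubation, 2 h reaction, 10 min detection, 25 °C | Measured by: Kinase-Glo luciferase luminescence reporting remaining unconsumed ATP | Measure: % inhibition normalized to control-well medians | Replication: Singlicate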
MsrA act = bovine MsrA enzyme activators, primary screen, biochemical, absorbance, HTS; Methionine sulfoxide reductase A (Bos taurus); purified bovine MsrA, absorbance read-out; activation, % at 10.6 µM; actives 0.3% (n = 360,000); AID 602163, 2012; in the data active = activation above about 7.5%;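 also: 0% = vehicle and 100% = reference activator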
CSN inh = inhibitors of CSN-mediated cullin deneddylation, primary screen, biochemical, fluorescence polarization, uHTS | Purified CSN, SCF-Nedd8-OG deneddylation | inhibition, % at 12.5 µM | actives 0.38% (n = 360,000) | AID 651999, 2013;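 active = pattern-corrected inhibition above about 35%, with an unprinted fluorescence ratio check between 0.5 and 1.5, limit read from the data, passing the limit was not always enough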;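 also: 0% = enzyme with substrate and 100% = substrate without enzyme; some results filed as inactive read as strong as hits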
Target sequence (Q92905 whole entry, looked up, one chain of several): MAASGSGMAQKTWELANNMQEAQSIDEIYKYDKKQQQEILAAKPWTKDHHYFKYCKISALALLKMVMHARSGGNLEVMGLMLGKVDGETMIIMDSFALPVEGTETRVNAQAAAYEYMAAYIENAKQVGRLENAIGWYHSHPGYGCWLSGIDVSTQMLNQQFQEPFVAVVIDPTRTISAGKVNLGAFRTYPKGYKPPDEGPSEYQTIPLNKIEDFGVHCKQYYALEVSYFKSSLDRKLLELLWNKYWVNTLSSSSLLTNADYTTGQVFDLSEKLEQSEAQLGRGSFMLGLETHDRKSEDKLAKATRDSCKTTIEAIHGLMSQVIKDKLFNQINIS
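Test system: Human Csn5 produced in HEK293T cells | Compound: 12.5 µM single point | Times: 90 min, room temperature | Signal: Fluorescence polarization readout | Read-out basis: % inhibition of substrate cleavage by Csn5 | Controls: no-enzyme wells high, enzyme-with-substrate wells low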
FAS-TE inh = FAS thioesterase domain inhibitors, primary screen, biochemical, fluorescence intensity, uHTS; recombinant FAS-TE, OMFH fluorogenic substrate, fluorescence endpoint; inhibition, % at 15 µM; actives 0.67% (n = 360,000); AID 602261, 2012;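 active = compounds whose normalised, plate-corrected inhibition of enzyme fluorescence in the single-dose primary screen is 50% or more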;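 also: 0% = DMSO with enzyme and 100% = substrate without enzyme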
E coli Lon inh = inhibitors of E. coli Lon protease, primary screen, biochemical, fluorescence polarization; P0A9M0; purified E. coli Lon protease; inhibition, % at 7.94 µM; actives 0.42% (n = 360,000); in the data active = inhibition above about 13%, passing the limit was not always enough;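 also: 0% = enzyme with probe and DMSO and 100% = no enzyme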
PABP1 MLLE inh = inhibitors of PABP1 MLLE–PAM2 peptide binding, primary screen, biochemical, fluorescence polarization, FITC-PAM2, GST-MLLE. actives 0.36% (n = 360,000). inhibition, % at 20 µM. Polyadenylate-binding protein 1 (Homo sapiens), P11940; in the data active = inhibition above about 35%, passing the limit was not always enough;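 also: plate controls were DMSO wells with GST-MLLE for no effect and wells lacking GST-MLLE protein for full effect; some results filed as inactive read as strong as hits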
Target sequence (P11940 whole entry, looked up): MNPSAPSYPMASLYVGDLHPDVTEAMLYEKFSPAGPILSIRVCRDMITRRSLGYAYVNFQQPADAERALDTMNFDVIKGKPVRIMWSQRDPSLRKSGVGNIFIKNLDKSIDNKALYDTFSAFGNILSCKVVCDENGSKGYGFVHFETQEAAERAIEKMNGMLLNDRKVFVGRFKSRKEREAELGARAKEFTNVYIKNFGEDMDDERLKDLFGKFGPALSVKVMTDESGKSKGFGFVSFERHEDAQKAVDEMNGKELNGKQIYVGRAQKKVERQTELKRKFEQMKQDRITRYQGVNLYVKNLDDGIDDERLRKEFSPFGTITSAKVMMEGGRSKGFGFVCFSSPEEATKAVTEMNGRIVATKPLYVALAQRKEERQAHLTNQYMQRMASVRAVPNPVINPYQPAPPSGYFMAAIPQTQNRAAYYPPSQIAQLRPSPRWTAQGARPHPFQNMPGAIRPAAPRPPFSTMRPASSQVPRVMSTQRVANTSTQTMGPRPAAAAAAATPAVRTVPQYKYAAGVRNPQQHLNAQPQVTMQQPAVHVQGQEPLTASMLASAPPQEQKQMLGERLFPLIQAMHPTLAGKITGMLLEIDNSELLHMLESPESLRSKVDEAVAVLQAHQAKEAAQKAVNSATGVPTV
* hit, by the source's call; i = inactive.

SMILES	Neddyl block	Rin1 Abl inh	MsrA inhibitor	Tb MetRS inh	MsrA act	CSN inh	FAS-TE inh	E coli Lon inh	PABP1 MLLE inh
COCCCNC(=O)CS(=O)(=O)Cc1nc(-c2cccc(OC)c2)oc1C	i	-1	-1.0	-0.3	-1	-1	-6	1	7
O=C(Nc1ccccc1)c1ccc(F)c(S(=O)(=O)N2CCOCC2)c1	i	2	1.3	-0.2	1	-2	-1	2	-10
Cc1cc(C)nc(OC(C(=O)O)C(OCC(C)C)(c2ccccc2)c2ccccc2)n1 (stereo not drawn)	i	-1	2.1	-0.2	-1	2	-2	-7	1
CC(C)Oc1ccc(Br)cc1/C=N\NC(N)=S	i	-1	1.9	-1.2	-6	2	3	-16	-25
CC(C(=O)Nc1ccccc1)N(C)CCOc1ccc(Br)cc1 (stereo not drawn)	i	-1	-1.4	0.2	-2	4	16	-4	8
CCN(CCCn1c(=S)[nH]c2ncccc2c1=O)c1ccccc1	i	4	0.0	-1.0	-12	-1	12	-10	-82
COc1cc(CCC(=O)Nc2cccc(S(=O)(=O)N(C)C)c2)cc(OC)c1OC	i	-1	0.0	-0.8	-8	-6	-8	6	2
Cc1ccc(Cn2cccc2C2=NC(C)CO2)cc1 (stereo not drawn)	i	3	1.4	-0.4	0	2	-1	0	-8
O=C(Nc1cccnc1Cl)c1cc(-c2ccc(Br)cc2)on1	i	-1	1.3	-0.7	-1	2	0	5	1
Clc1cccc(Cl)c1CSc1nnc([C@@H]2CCCN2)o1	i	2	-0.3	-0.2	2	4	-5	-2	9
Cc1ccc(CNC(=O)CN(C)S(=O)(=O)c2cccc3cccnc23)cc1	i	1	-0.2	-0.4	-3	-6	-5	2	-3
CCC(=O)Nc1ccc(OC)cc1OC	i	0	0.7	0.0	-4	-1	-7	-6	-3
OC(C#Cc1ccccn1)c1cccs1 (stereo not drawn)	i	-1	-0.7	-0.3	-2	-30	-21	30*	82
CN(Cc1ccccc1)CC(O)COc1ccc(CNCc2cc3ccccc3s2)cc1 (stereo not drawn)	i	-3	-0.6	0.4	-1	4	10	-1	-2
Cc1cccc(N2CCN(Cc3nc(-c4cccc(Cl)c4)oc3C)CC2)n1	i	0	1.9	-1.6	-11	-5	12	-1	5
O=C(Nc1ccccc1)N1CCCN(c2c(Cl)cncc2Cl)CC1	i	1	1.2	0.2	-2	0	-4	-4	-5
C[C@H](NC(=O)c1nc[nH]c1C(=O)N[C@@H](C)C(=O)OC(C)(C)C)C(=O)OC(C)(C)C	i	1	-1.5	0.1	-1	-1	-7	-10	-1
CCN(Cc1cnn(C)c1)C(=O)c1cc(COc2ccc3c(c2)CCCC3)on1	i	2	0.0	0.4	-4	0	-2	-8	15
O=C(OCc1nnc(-c2ccccc2)o1)c1ccc(-n2cnnn2)cc1	i	3	-1.0	-0.5	-8	2	0	5	3
COc1ccc(OCCCC(=O)Nc2cc(S(=O)(=O)N3CCCCC3)ccc2OC)cc1	i	1	0.0	-0.2	-4	-3	17	-3	-8
COc1cc(/C=C/C(=O)OCC(=O)NCCc2ccc(F)cc2)ccc1OC(F)F	i	-1	-0.3	-0.2	-1	0	0	0	-36
Cc1cc(C(=O)N2CC(C)CC(C)C2)n(-c2ccccc2)n1 (stereo not drawn)	i	0	0.3	-0.2	-2	-1	-4	-6	13
CC(C)(C)c1ccc(C2C3=C(CCCC3=O)NC3=C2C(=O)c2ccccc23)cc1 (stereo not drawn)	i	-7	1.5	-0.6	-1	0	15	-3	-42
COC(=O)CC1Sc2ccccc2NC1=O (stereo not drawn)	i	0	0.5	-2.2	-10	-1	-9	0	16
Cc1ccc(OCC(=O)Nc2ccc(S(=O)(=O)N3CCCCC3)cc2)c([N+](=O)[O-])n1	i	1	-0.5	-0.2	-5	-3	14	-11	-24
COCCN(C(=O)CNC(=O)c1ccco1)C(C(=O)NC1CCCCC1)c1cccc(OC)c1 (stereo not drawn)	i	-2	-0.7	-0.2	0	-2	-5	2	6
Cc1ccc(NC(=O)c2ncn(CCCNCC3CCCCC3)n2)cc1C	i	0	-1.4	-1.4	-3	1	-8	-4	5
Cc1cc(NS(=O)(=O)c2ccc(NC(=O)CCCC(=O)O)cc2)nc(C)n1	i	0	-0.5	-0.5	8.2*	0	-3	-9	-2
O=C(C[n+]1ccc(-c2cc(C(=O)Nc3cccc(C(F)(F)F)c3)c3ccccc3n2)cc1)c1cccc([N+](=O)[O-])c1	i	0	0.6	-0.9	-2	-5	14	-1	-4
COc1ccc(Cl)cc1NS(=O)(=O)c1cccc2cccnc12	i	1	-1.6	-0.2	-1	3	14	-2	4
COc1ccc(C2CC(c3ccccc3OC(C)=O)=NN2C(C)=O)cc1 (stereo not drawn)	i	-1	-0.1	-0.4	-4	4	0	1	-4
COc1ccc(C(=O)Nc2ccccn2)cc1S(=O)(=O)N1CCOCC1	i	1	-1.2	-0.3	-2	4	-2	-6	8
COc1ccc(NC(=O)/C=C/c2ccc(F)cc2)cn1	i	0	1.2	-0.5	-2	-3	-6	4	-12
C/C(=N\NC(=O)CCC(=O)Nc1ccccc1)c1cccs1	i	0	-0.7	0.1	-3	-5	-11	-6	4
Cc1cc(C)c2c(CN3CCCC3)cc(=O)oc2c1	i	0	1.1	-1.6	-13	3	-13	-8	-2
Cc1ccc(C(=O)NNCC(=O)Nc2ccc(Cl)cc2F)cc1	i	0	-0.6	-0.2	-6	0	12	3	7
COC(=O)c1ccc(N=NN2CCCCCC2)cc1	i	-3	3.8	-0.7	-12	0	12	10	4
O=C(CCCN1C(=O)/C(=C\c2ccccc2)SC1=S)Nc1ccccc1O	i	2	0.7	0.6	-4	-3	9	3	10
CC(C)(C)OC(=O)N/N=C\c1ccc(OC(=O)c2cccs2)cc1	i	0	-0.9	-1.6	-5	-2	5	16	-6
CCN(CC)S(=O)(=O)c1cccc(-c2nnc(SCC(=O)NC3CCCCCCC3)n2N)c1	i	-2	0.3	-0.3	-1	2	1	1	-11

Arranged by length of the SMILES (largest number first): some entries from above.
SMILES	Neddyl block	Rin1 Abl inh	MsrA inhibitor	Tb MetRS inh	MsrA act	CSN inh	FAS-TE inh	E coli Lon inh	PABP1 MLLE inh
CCN(CC)S(=O)(=O)c1cccc(-c2nnc(SCC(=O)NC3CCCCCCC3)n2N)c1	i	-2	0.3	-0.3	-1	2	1	1	-11
CC(C)(C)c1ccc(C2C3=C(CCCC3=O)NC3=C2C(=O)c2ccccc23)cc1 (stereo not drawn)	i	-7	1.5	-0.6	-1	0	15	-3	-42
Cc1ccc(CNC(=O)CN(C)S(=O)(=O)c2cccc3cccnc23)cc1	i	1	-0.2	-0.4	-3	-6	-5	2	-3
COCCCNC(=O)CS(=O)(=O)Cc1nc(-c2cccc(OC)c2)oc1C	i	-1	-1.0	-0.3	-1	-1	-6	1	7
COc1ccc(C2CC(c3ccccc3OC(C)=O)=NN2C(C)=O)cc1 (stereo not drawn)	i	-1	-0.1	-0.4	-4	4	0	1	-4
CCN(CCCn1c(=S)[nH]c2ncccc2c1=O)c1ccccc1	i	4	0.0	-1.0	-12	-1	12	-10	-82
CC(C(=O)Nc1ccccc1)N(C)CCOc1ccc(Br)cc1 (stereo not drawn)	i	-1	-1.4	0.2	-2	4	16	-4	8
COC(=O)c1ccc(N=NN2CCCCCC2)cc1	i	-3	3.8	-0.7	-12	0	12	10	4
COC(=O)CC1Sc2ccccc2NC1=O (stereo not drawn)	i	0	0.5	-2.2	-10	-1	-9	0	16
OC(C#Cc1ccccn1)c1cccs1 (stereo not drawn)	i	-1	-0.7	-0.3	-2	-30	-21	30*	82

The listing continues.
SMILES	Neddyl block	Rin1 Abl inh	MsrA inhibitor	Tb MetRS inh	MsrA act	CSN inh	FAS-TE inh	E coli Lon inh	PABP1 MLLE inh
Cc1nc2ccc([N+](=O)[O-])cc2c(=O)n1Cc1ccc(F)cc1	i	-1	1.7	-0.9	-3	2	71*	0	-3
Cc1ccc(O)c(C(=O)c2cnc(/N=C(\N)N(C)C)nc2)c1	i	-1	-1.2	-0.3	-1	3	-9	-13	-25
Cc1cc(F)ccc1S(=O)(=O)N1CCCOC1CNC(=O)C(=O)NCCc1c[nH]c2ccccc12 (stereo not drawn)	i	-5	0.2	0.3	-4	1	8	23	1
COc1ccc(NC(=O)Nc2nc3ccccc3s2)cc1	i	-1	-0.4	0.2	-5	4	9	6	-8
CCc1cc(C(=O)Nc2ccc(OC)nc2)sc1C	i	2	-0.1	-0.4	-2	-10	-9	50*	86
NC(=O)c1nc(C(=O)N2CCN(c3ccccc3)CC2)c2ccccc2n1	i	1	0.0	-0.2	-9	1	-3	4	-6
CC(C)[C@H](NC(=O)c1ccco1)C(=O)N(C)Cc1c(F)cccc1Cl	i	0	0.0	-0.4	-3	0	1	-7	-1
COc1ccc(CN(Cc2cc3cc4c(cc3[nH]c2=O)OCO4)C(=O)NC2CCCCC2)cc1	i	-2	-0.1	-0.2	2	-2	19	-6	2
COc1ccc(C(=O)NCc2nnc(SCC(=O)NCc3ccco3)o2)cc1OC	i	4	-1.2	-0.1	-2	-1	-7	7	-91
CCC(=O)N1c2ccccc2-c2nnc(SC)nc2OC1c1ccc(N(C)C)cc1 (stereo not drawn)	i	-2	2.1	-0.3	0	0	6	-5	-1
COc1cccc(CNC(=O)c2ccccc2-c2ccccc2C(=O)O)c1	i	1	-0.2	-0.7	-5	-1	-6	7	2
CC(=O)c1cccc(NC(=O)C2CCCN(S(=O)(=O)c3ccc(F)cc3)C2)c1 (stereo not drawn)	i	-1	0.0	-1.0	-2	-6	2	2	-5
COc1ccc(CN(CC2CCCO2)C(=O)c2cc3ccccc3oc2=O)cc1 (stereo not drawn)	i	0	1.4	-0.6	-2	1	-1	1	11
N/C(=N\O)c1ccccc1-n1cccc1	i	-1	-0.4	0.3	-1	-4	-10	2	7
CCC1(c2ccc(F)cc2)NC(=O)N(CC(=O)NCc2ccc(C)cc2)C1=O (stereo not drawn)	i	3	0.4	-1.0	-2	2	0	-1	-5
CCOc1cc2c(C#N)c(N3CCOCC3)nc(N)c2c(N)n1	i	-2	0.7	-0.7	-3	18	0	6	7
COC(=O)c1c(C)oc2ccc(NS(=O)(=O)c3cc(OC)ccc3OC)cc12	i	2	-1.2	-1.2	-3	0	16	-3	12
